# CXCR6 block: blocks human CXCR6 beta-arrestin recruitment. O00574. CHO-K1 PathHunter CXCR6 beta-arrestin, luminescence. inhibition, % at 20 µM. hit rate 0.36% among 360,000; in the data active = inhibition above about 34%, passing the limit was not always enough;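 note: antagonist mode with CXCL16 agonist at 10 nM final; 0% = 10 nM CXCL16 with DMSO and 100% = unstimulated wells without agonist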
# Target sequence (O00574 whole entry, looked up): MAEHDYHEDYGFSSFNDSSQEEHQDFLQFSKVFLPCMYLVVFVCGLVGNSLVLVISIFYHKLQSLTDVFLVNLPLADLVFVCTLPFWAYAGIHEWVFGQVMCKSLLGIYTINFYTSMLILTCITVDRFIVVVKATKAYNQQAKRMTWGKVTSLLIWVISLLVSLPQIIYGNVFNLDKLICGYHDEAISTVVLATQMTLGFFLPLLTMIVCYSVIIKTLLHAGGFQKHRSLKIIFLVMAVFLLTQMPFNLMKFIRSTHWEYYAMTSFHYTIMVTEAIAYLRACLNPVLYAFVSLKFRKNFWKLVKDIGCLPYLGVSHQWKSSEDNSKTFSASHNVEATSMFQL
# APJ ag: activates the human apelin receptor APJ. P35414. activation, % at 20 µM. hit rate 0.11% among 330,000. CHO-K1 APJ PathHunter beta-arrestin, luminescence; 0% DMSO wells, 100% apelin. AID 2520;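 active = activation more than six SD over the plate average, tested at 20 µM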;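 note: 0% = DMSO alone and 100% = apelin-13 at 10 nM; some results filed as inactive read as strong as hits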
# Target sequence (P35414 whole entry, looked up): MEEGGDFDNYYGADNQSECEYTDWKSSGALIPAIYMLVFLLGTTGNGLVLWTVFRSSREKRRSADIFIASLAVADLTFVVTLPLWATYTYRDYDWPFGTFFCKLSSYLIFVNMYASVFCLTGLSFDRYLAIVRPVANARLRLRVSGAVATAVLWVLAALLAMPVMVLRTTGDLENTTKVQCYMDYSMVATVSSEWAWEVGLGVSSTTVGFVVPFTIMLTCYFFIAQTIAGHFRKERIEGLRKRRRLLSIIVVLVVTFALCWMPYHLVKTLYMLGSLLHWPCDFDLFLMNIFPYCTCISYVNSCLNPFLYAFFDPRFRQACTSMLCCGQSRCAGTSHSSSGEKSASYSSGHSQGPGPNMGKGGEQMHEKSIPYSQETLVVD
#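 Assay system: engineered CHO-K1 APJ arrestin reporter cells; Amount: 1000 CHO-K1 reporter cells seeded per well; Dosing: one dose, 20 µM compound, 1% DMSO; Times: compound stimulation 90 min at 25 °C, detection 60 min; Measured by: luminescent beta-gal fragment complementation, chemiluminescent substrate; Read-out: APJ–arrestin association signal; Controls: DMSO vs Apelin-13 10 nM.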
# Gli-Sufu antag: Gli-Sufu pathway antagonism; Sufu-KO-LIGHT fibroblasts, Gli luciferase reporter luminescence; inhibition, % at 5 µM; hit rate 0.74% among 340,000;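 active = inhibition above about 55%, limit read from the data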;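 note: 0% = DMSO-treated cells and 100% = wells with medium but no cells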
# CCR6 antagonist: CCR6 (human) receptor antagonism; P51684; CHO-K1 CCR6 PathHunter beta-arrestin, luminescence, CCL20-stimulated; inhibition, % at 20 µM; hit rate 0.49% among 340,000; AID 493098;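 active = compounds whose inhibition of the agonist-driven luminescence signal at 20 µM reaches about 50%, limit read from the data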;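 note: cells stimulated with CCL20 at 14 nM final; plate controls were DMSO with CCL20 for no effect and DMSO without agonist for full effect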
# APJ antag: APJ receptor antagonism; inhibition, % at 20 µM; hit rate 0.32% among 330,000; CHO-K1 APJ beta-arrestin complementation, luminescence;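 active = inhibition above about 40% at 20 µM, limit read from the data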;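 note: cells challenged with 10 nM apelin-13 agonist together with compound; plate controls were apelin-13 plus DMSO wells for no effect and DMSO wells lacking apelin-13 for full effect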
# UBC13 polyUb: human UBC13 polyubiquitination inhibition; AID 485273; P61088; inhibition, % at 20 µM; hit rate 0.47% among 330,000; UBC13 polyubiquitin chain formation, TR-FRET; in the data active = inhibition above about 45%, passing the limit was not always enough
# EBI2 block: antagonists of human EBI2 receptor; P32249; inhibition, % at 5 µM; AID 651636; hit rate 0.81% among 360,000; EBI2 beta-arrestin recruitment, luminescence, 7a,25-OHC stimulated; in the data active = inhibition above about 38%;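 note: enzyme fragment complementation signal reports receptor beta-arrestin coupling in cells; 0% = agonist plus DMSO wells and 100% = wells without agonist; some results beyond the cut were filed as inactive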
# Target sequence (P32249 whole entry, looked up, the tested form may be a part): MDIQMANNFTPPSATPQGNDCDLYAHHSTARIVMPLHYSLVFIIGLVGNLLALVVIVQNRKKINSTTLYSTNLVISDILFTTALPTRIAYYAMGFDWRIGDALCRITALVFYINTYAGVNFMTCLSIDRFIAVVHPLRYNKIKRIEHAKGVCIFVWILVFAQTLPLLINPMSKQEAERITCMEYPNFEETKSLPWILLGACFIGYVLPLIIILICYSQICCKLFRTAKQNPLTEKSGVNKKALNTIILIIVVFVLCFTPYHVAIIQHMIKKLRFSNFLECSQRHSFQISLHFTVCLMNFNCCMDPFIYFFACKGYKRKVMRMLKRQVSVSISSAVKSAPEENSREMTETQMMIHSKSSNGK
# ATG4B inhibitor: blocks human ATG4B protease cleavage of LC3 substrate; AID 504462; Q9Y4P1; hit rate 0.51% among 340,000; ATG4B cleavage of LC3-PLA2, NBD-HPC fluorescence, 1 h; inhibition, % at 8.33 µM; in the data active = inhibition above about 40%
# Starred values were filed as active, the others as inactive; / = not tested or not shown.
# A first look, 16 compounds:
SMILES,CXCR6 block,APJ ag,Gli-Sufu antag,CCR6 antagonist,APJ antag,UBC13 polyUb,EBI2 block,ATG4B inhibitor
COc1ccc(CNC(=O)CCS(=O)(=O)c2ccc3c(c2)oc(=O)n3C)cc1,-2,0,-13,-3,8,4,-10,-1
Cc1ccccc1OCCC(=O)OCC(=O)Nc1c(C)nn(-c2ccccc2)c1C,1,-3,-4,6,6,-6,-7,-3
COCCNC(=O)/C(C#N)=C/c1c(N2CCN(c3ccc(OC)cc3)CC2)nc2c(C)cccn2c1=O,1,0,2,16,-3,2,14,26
Cc1ccc(C(=O)NNc2ncnc3ccccc23)cc1,-15,-3,-48,27,25,-2,4,7
CC(C)Cn1cnc2c(SCc3ccccc3F)nc(N)nc21,1,/,-23,15,/,/,2,11
CC(C)(C)OC(=O)NCCCC[C@H](NC(=O)c1nc[nH]c1C(=O)NCc1ccc(CNC(=O)OC(C)(C)C)cc1)C(=O)OC(C)(C)C,-4,4,4,-6,-4,-40,29,-22
O=C(CCS(=O)(=O)c1ccccc1)OCC(=O)N1CCN(S(=O)(=O)c2ccc(Cl)cc2)CC1,-9,-3,-2,-1,7,-2,-1,-2
CCCNC(=O)CSc1nnc(-c2ccco2)n1C,-3,-1,-27,10,6,-2,-10,4
Cc1cc(C(=O)NNC(=O)CN2C(=O)NC(C)(c3ccccc3)C2=O)c(C)o1 (centres undefined),1,-3,-7,4,-54,-9,-15,-2
CCCCCCn1nc(C(=O)N(CCOC)c2c(N)n(CCCC)c(=O)[nH]c2=O)c2ccccc2c1=O,2,-6,19,14,-1,-3,-2,2
Cc1ccc(-c2ccnc3[nH]n(-c4ccccc4)c(=O)c23)cc1,13,0,-6,26,-8,-5,10,-3
CCOc1ccccc1OCC(=O)Nc1cc(S(=O)(=O)N2CCCCC2)ccc1N1CCN(CC)CC1,4,6,31,4,-18,-1,-1,-5
Cc1ccccc1C(=O)O/N=C(\N)c1ccc([N+](=O)[O-])cc1,-16,13,-17,-18,-22,-4,17,10
O=C(NC1=NCCS1)C12CC3CC(C1)CC(C(=O)NC1=NCCS1)(C3)C2,-2,3,-9,-20,11,3,-5,-14
O=c1c2cc(NC(=S)NC3CCN(Cc4ccccc4)CC3)ccc2nc2n1CCCCC2,-13,1,17,0,0,27,-3,-15
Cc1ccc(C(C#N)N2CCOCC2)cc1 (centres undefined),-1,/,-2,15,/,/,-4,7

# The listing, previewed entries included:
SMILES,CXCR6 block,APJ ag,Gli-Sufu antag,CCR6 antagonist,APJ antag,UBC13 polyUb,EBI2 block,ATG4B inhibitor
COc1ccc(CNC(=O)CCS(=O)(=O)c2ccc3c(c2)oc(=O)n3C)cc1,-2,0,-13,-3,8,4,-10,-1
Cc1ccccc1OCCC(=O)OCC(=O)Nc1c(C)nn(-c2ccccc2)c1C,1,-3,-4,6,6,-6,-7,-3
COCCNC(=O)/C(C#N)=C/c1c(N2CCN(c3ccc(OC)cc3)CC2)nc2c(C)cccn2c1=O,1,0,2,16,-3,2,14,26
Cc1ccc(C(=O)NNc2ncnc3ccccc23)cc1,-15,-3,-48,27,25,-2,4,7
CC(C)Cn1cnc2c(SCc3ccccc3F)nc(N)nc21,1,/,-23,15,/,/,2,11
CC(C)(C)OC(=O)NCCCC[C@H](NC(=O)c1nc[nH]c1C(=O)NCc1ccc(CNC(=O)OC(C)(C)C)cc1)C(=O)OC(C)(C)C,-4,4,4,-6,-4,-40,29,-22
O=C(CCS(=O)(=O)c1ccccc1)OCC(=O)N1CCN(S(=O)(=O)c2ccc(Cl)cc2)CC1,-9,-3,-2,-1,7,-2,-1,-2
CCCNC(=O)CSc1nnc(-c2ccco2)n1C,-3,-1,-27,10,6,-2,-10,4
Cc1cc(C(=O)NNC(=O)CN2C(=O)NC(C)(c3ccccc3)C2=O)c(C)o1 (centres undefined),1,-3,-7,4,-54,-9,-15,-2
CCCCCCn1nc(C(=O)N(CCOC)c2c(N)n(CCCC)c(=O)[nH]c2=O)c2ccccc2c1=O,2,-6,19,14,-1,-3,-2,2
Cc1ccc(-c2ccnc3[nH]n(-c4ccccc4)c(=O)c23)cc1,13,0,-6,26,-8,-5,10,-3
CCOc1ccccc1OCC(=O)Nc1cc(S(=O)(=O)N2CCCCC2)ccc1N1CCN(CC)CC1,4,6,31,4,-18,-1,-1,-5
Cc1ccccc1C(=O)O/N=C(\N)c1ccc([N+](=O)[O-])cc1,-16,13,-17,-18,-22,-4,17,10
O=C(NC1=NCCS1)C12CC3CC(C1)CC(C(=O)NC1=NCCS1)(C3)C2,-2,3,-9,-20,11,3,-5,-14
O=c1c2cc(NC(=S)NC3CCN(Cc4ccccc4)CC3)ccc2nc2n1CCCCC2,-13,1,17,0,0,27,-3,-15
Cc1ccc(C(C#N)N2CCOCC2)cc1 (centres undefined),-1,/,-2,15,/,/,-4,7
Cc1ccccc1-c1nnc(SCC(=O)NC2CCCCC2)o1,8,-2,1,16,6,6,-2,-5
CCCCc1nc2cc(C(=O)N(C)C(C)c3ccccn3)ccc2o1 (centres undefined),-2,0,-19,6,7,-1,-6,23
C[C@@H]1COC(=O)[C@@H](CC(=O)OC(C)(C)C)C/C=C\C[C@@H](CC(=O)N(CCO)Cc2ccccc2)C(=O)N1,6,0,-4,-2,0,-2,2,-6
CCCCCC1CC(CC#CCN2CCOCC2)C(=O)O1 (centres undefined),-3,-1,4,-5,-14,-5,-3,2
CCCN1CCN(CC(=O)Nc2nnc(CC)s2)CC1,-3,-3,-3,8,4,4,6,2
Cn1c(-c2cccc(OCc3ccccc3)c2)nc2c1c(=O)[nH]c(=O)n2Cc1ccccc1,22,5,-1,40,-10,8,4,2
Cc1c(N)cc2c(c1N)C(C)(C)CC2(C)C,-14,/,6,-19,/,/,-48,-2
O=C(CC1CCCCC1)Nc1ccc(-c2ccc3nncn3n2)cc1,-14,-1,-12,6,18,6,16,4
O=C(COC(=O)CN1C(=O)c2ccccc2C1=O)Nc1ccccc1[N+](=O)[O-],-8,0,-20,-3,-14,6,-8,11
N/C(=N\OC(=O)c1ccc2ccccc2c1)c1cccc([N+](=O)[O-])c1,-8,11,-40,-17,-20,3,11,-15
O=c1cc(CCl)[nH]c2nc3ccccc3n12,-5,-7,1,-11,-10,3,-9,-3
Cc1cc(C(=O)N2CCN(c3ccc(C(F)(F)F)cn3)CC2)c(C)o1,-1,-4,12,5,10,7,-1,-6
O=C(NC1CCCC1)C1CC(=O)N(C2CCCCCCC2)C1 (centres undefined),1,-1,1,-7,-11,3,-4,-17
Cc1ccc2c(c1)C1CN(C)CCC1N2C(=O)c1ccccc1NS(=O)(=O)c1cccc(C(F)(F)F)c1 (centres undefined),3,-2,14,3,11,8,10,-7

# Given with bars between the fields: entries from further up
compound | CXCR6 block | APJ ag | Gli-Sufu antag | CCR6 antagonist | APJ antag | UBC13 polyUb | EBI2 block | ATG4B inhibitor
COCCNC(=O)/C(C#N)=C/c1c(N2CCN(c3ccc(OC)cc3)CC2)nc2c(C)cccn2c1=O | 1 | 0 | 2 | 16 | -3 | 2 | 14 | 26
CCCCc1nc2cc(C(=O)N(C)C(C)c3ccccn3)ccc2o1 (centres undefined) | -2 | 0 | -19 | 6 | 7 | -1 | -6 | 23
CCCCCCn1nc(C(=O)N(CCOC)c2c(N)n(CCCC)c(=O)[nH]c2=O)c2ccccc2c1=O | 2 | -6 | 19 | 14 | -1 | -3 | -2 | 2

# Remaining list, next part
SMILES,CXCR6 block,APJ ag,Gli-Sufu antag,CCR6 antagonist,APJ antag,UBC13 polyUb,EBI2 block,ATG4B inhibitor
COc1ccc(C2CC(c3ccc(C)cc3)=NN2C(=O)CCC(=O)O)cc1OC (centres undefined),-1,1,/,/,15,-3,3,/
CCOc1cc(/C=N/NC(=O)c2ccccn2)ccc1OC(=O)c1ccc(F)cc1,-7,8,-21,7,-8,-2,-40,-1
N#CC1=C(N)Oc2n[nH]c(CSc3ccccc3)c2C12C(=O)Nc1ccccc12 (centres undefined),-9,4,-1,-12,-20,3,-7,-11
O=C1CCN=C(Nc2ccc(F)cc2)N1Cc1ccccc1,6,3,-8,6,11,9,0,2
COc1ccc(N(CC(=O)NCc2ccco2)C(=O)CNS(=O)(=O)c2ccc(Cl)cc2)cc1,2,3,-10,18,-2,2,4,4
O=S1(=O)CCOC[C@H](CC2CCCCC2)N1Cc1ccccc1Br,0,-3,-2,10,-38,1,26,-8
O=S(=O)(Nc1ccc(O)c2ccccc12)c1ccc(OC(F)(F)F)cc1,-2,3,0,30,-14,-52,5,-33
CC(C)(C)n1nnnc1C(c1ccccc1F)N1CCN(C2CCCC2)CC1 (centres undefined),4,/,-7,28,/,/,7,-4
CCc1ccc(-c2nc3ccc(Br)cc3c(C(=O)O)c2C)s1,2,-2,8,-9,-1,-28,-9,-2
CC(C)CC(=O)Nc1ccccc1-c1nnn(CC(=O)N2CCc3ccccc3C2)n1,6,-6,4,12,11,1,4,6
O=C(COc1ccc(F)cc1)Nc1nc(-c2ccccn2)cs1,20,6,-4,20,19,-10,-8,-12
COc1ccc(/C=N/NC(=O)c2cccnc2)c2ccccc12,-3,-3,6,14,-8,5,-4,-13
COc1ccc(S(=O)Cc2ccc(C(=O)NC3CC3)o2)cc1 (centres undefined),-3,-4,4,3,20,-4,2,6
O=C(Oc1ccccc1)N1CCN(c2ccc(F)cc2)CC1,12,-5,24,16,5,1,10,-5
CC1=NC(C(F)(F)F)(C(F)(F)F)C2=C(CC(C)(C)CC2=O)N1Cc1ccco1,11,2,1,-4,-11,1,3,-3
Cc1cc2[nH]c(=O)c(=O)[nH]c2cc1S(=O)(=O)NCc1ccccc1,9,-2,10,-5,3,15,-1,-4
COC(=O)[C@]1(C)N[C@H](CN(C)C(=O)COc2ccccc2)[C@@H]2C(=O)N(C)C(=O)[C@@H]21,-1,-1,-5,-2,0,1,6,2
Cc1[nH]n(-c2ccc([N+](=O)[O-])cc2)c(=O)c1C=NCCc1c(C)[nH]c2ccccc12,11,-4,4,21,3,-8,16,-9
CCOC(=O)[C@@H]1[C@H]2COc3cc(OC)ccc3[C@@H]2N2C(=O)N(c3cccc(C)c3)C(=O)[C@@]12C,-1,0,-20,7,1,-7,-3,-1
Cc1ccc(C(=O)COC(=O)c2nc(Cl)ccc2Cl)cc1,6,-1,0,3,-5,9,8,-5
Cc1nc2ccccc2n1CC(=O)NCCN1CCOCC1,-4,4,2,-10,-8,-4,-8,2
CC(NC(=O)N1CCOCC1)c1ccccc1 (centres undefined),1,-4,-8,11,-10,-11,-12,-1
COc1cc(/C=C/C(=O)/C=C(O)/C=C/c2ccc(O)c(OC)c2)ccc1O,33,-8,11,54*,4,-66,-4,36
Cc1nc(N)sc1-c1csc(Nc2ccccn2)n1,2,/,6,12,/,/,1,-12
Cc1nnc(NC(=O)CN2CCN(Cc3ccccc3Cl)CC2)s1,1,-3,1,17,-3,0,-6,-5
COCC(C)NC(=O)CSc1nc2ccccc2n1CCc1ccccc1 (centres undefined),7,-3,-7,4,-17,-8,-5,-9
Fc1ccccc1-c1nnc2c3ccccc3nc(N3CCOCC3)n12,-3,-3,13,-4,2,-3,-9,-4
Cc1cc(-n2c(C)cc(C(=O)COC(=O)CN=C3NS(=O)(=O)c4ccccc43)c2C)no1,4,-4,-7,5,-3,2,-2,-4
CCCCCCCNC(=O)C1(CC2CC(c3cccc(Br)c3)=NO2)CCN(C(=O)Cc2ccc(F)cc2)CC1 (centres undefined),18,6,18,9,19,-10,7,-5
Cc1ccc(-c2nc(S(=O)(=O)c3ccc(C)cc3)c(SCC(N)=O)o2)cc1,-1,-3,-3,2,8,-1,-6,-7
CC(=O)C(C)n1c(CN2CCN(C(=O)c3ccco3)CC2)nc2c1c(=O)n(C)c(=O)n2C (centres undefined),6,-1,-2,0,-9,0,-4,6
CCC/C=C1/CCCOC(C(=O)NCCN2CCOCC2)(C(F)(F)F)C1 (centres undefined),-3,6,2,4,-5,-1,-12,8
CCOC(=O)c1sc2nc(C)nc(Nc3ccc(OC)cc3)c2c1C,1,-2,14,11,7,14,6,-2
